KB-3-1 cytotox = kills parental KB-3-1 adenocarcinoma cells; Potency, µM (top dose mostly 46.1 µM), without a hit: at the highest dose activity change, negative = cytotoxic, usual class: cytotoxic; 400,000 tested, 1.4% active; KB-3-1 viability, CellTiter-Glo ATP luminescence, 72 h; further: potency means the concentration at half of the fitted maximal effect; on the % scale 0 is the no-effect control and ±100 the full control effect; nearly all actives have a fitted effect of over 60% in size
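Cells are dispensed, compounds pinned in, plates held at 37 °C for 72 h, then CellTiter-Glo is added and luminescence read after 10 minutes. Cell line: parental KB-3-1 in phenol-red-free DMEM, 10% FBS.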
MCF10A rerep = inducers of DNA re-replication in MCF 10A breast cells. MCF 10A DNA re-replication, Hoechst nuclear intensity, 48 h. Potency, µM (titrated, usually from 46.1 µM), inactives show at the top dose activity, positive = re-replication, most hits filed as activators. 350,000 tested, 2.9% active; further: potency means the concentration at half of the fitted maximal effect; % of control where 0% means no effect; nearly all actives have a fitted effect of over 50% in size
HT1080 IDH1KD tx = kills HT-1080 cells with IDH1 knockdown | HT-1080 IDH1 knockdown viability, ATP luminescence, 48 h | Potency, µM (doses to about 46.1 µM), without a hit: at the highest dose activity, negative = toxicity, actives largely listed as cytotoxic | 360,000 tested, 2% active;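 further: potency means the concentration at half of the fitted maximal effect; 0% = DMSO wells and -100% = cell-free medium wells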
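Viability of IDH1-knockdown HT-1080 fibrosarcoma cells was assessed by CellTiter-Glo after 48 h at 37 °C with titrated compound; concentration-effect curves were classified by fit quality and response size.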
ATXN2 expr inh = inhibitors of ATXN2 expression | Potency, µM (titrated, usually from 57 µM), without a hit: top-dose activity change, negative = inhibition, actives largely listed as inhibitors | 360,000 tested, 0.72% active | HEK-293 ATXN2-luciferase reporter, luminescence, 24 h; further: potency means the concentration at half of the fitted maximal effect; on the % scale 0 is the no-effect control and ±100 the full control effect; nearly all actives have a fitted effect of over 55% in size
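qHTS (up to 57 uM final) was run with 24 h compound exposure of reporter cells at 37 °C. Each well was multiplexed: SteadyGlo luminescence measured ATXN2-luciferase expression after a fluorogenic Gly-Phe-AFC viability readout (25 uM final).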
HT1080NT lethal = kills 2HG-producing HT-1080-NT fibrosarcoma cells; AID 686970; Potency, µM (doses to about 46.1 µM), without a hit: top-dose activity, negative = less viability, most hits filed as cytotoxic; 360,000 tested, 1.6% active; HT-1080-NT fibrosarcoma viability, CellTiter-Glo ATP luminescence, 48 h;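 further: NT is the 2HG producing partner of a matched IDH1 knockdown line; potency means the concentration at half of the fitted maximal effect; 0% = DMSO-treated cells and -100% = media-only wells without cells; nearly all actives have a fitted effect of over 55% in size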
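Viability of the 2HG-overproducing fibrosarcoma line after 48 hours of compound exposure at 37 degrees C was determined by luminescence with CellTiter-Glo, and concentration-effect curves were then fitted and categorized.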
SW480 rereplic = inducers of DNA re-replication in SW480 colon cancer cells. SW480 DNA re-replication, Hoechst DNA content imaging, 48 h. Potency, µM (series often up to 46.1 µM), inactives show at the top dose re-replication activation, actives largely listed as activators. 340,000 tested, 1.8% active. AID 624297; further: potency means the concentration at half of the fitted maximal effect; % of control where 0% means no effect; nearly all actives have a fitted effect of over 55% in size
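Cells (250 per well) received 23 nL compound or DMSO by pin tool and were kept 48 hr at 37 C, 5% CO2. Nuclei were then stained with Hoechst for 40 min and scanned for DNA content.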
IL1B secr inh = inhibitors of inflammasome signaling (IL-1 beta secretion); AID 743279; activity change, % at 57.5 µM; 360,000 tested, 4.7% active; THP-1 LPS/ATP IL-1B secretion, AlphaLISA, 16 h; stronger effect = lower value; in the data active means activity change below about -50%; inconclusive means mostly about -30% to -49%; further: on the % scale 0 is the no-effect control and ±100 the full control effect
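Secreted IL-1B measured by AlphaLISA bead assay after 16 h compound exposure of THP-1 cells; compounds (final up to 57.5 uM) added 1 h before LPS (250 ng/mL) and ATP (1.25 mM) stimulation; lower signal means less secretion.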
KB-V1 MDR tox = kills drug-selected multidrug resistant KB-V1 cells. KB-V1 MDR cells viability, CellTiter-Glo, 72 h. 400,000 tested, 3.4% active. Potency, µM (doses to about 46.1 µM), inactives show at the top dose activity change, negative = cytotoxicity, actives largely listed as cytotoxic; further: potency means the concentration at half of the fitted maximal effect; on the % scale 0 is the no-effect control and ±100 the full control effect; nearly all actives have a fitted effect of over 60% in size
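In this primary screen, KB-V1 cells overexpressing P-gp are incubated with library compounds (lowest to highest concentration) for 72 h at 37 degrees C before a luminescent ATP viability read.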
S2 tox = viability counter-screen for ATXN expression inhibitors; AID 651635; 400,000 tested, 0.49% active; Potency, µM (titrated, usually from 56.7 µM), most hits filed as cytotoxic; S2 cells (HEK-293 line with an ATXN2-luciferase reporter) viability, CellTiter-Fluor protease fluorescence, 24 h; further: potency means the concentration at half of the fitted maximal effect; nearly all actives have a fitted effect of over 40% in size
* = called active by the depositor; i = inactive; ? = inconclusive; . = not tested or not shown; [ ] = another dose, or the depositor's remark. Unless noted, the call rests on the fitted dose curve; in most records, active means well fitted curve in the direction sought with a large enough effect; inconclusive means small, poorly fitted or top-dose-only effect, or another doubt; inactive means no such curve, though single readings can be large; an effect the other way counts as inactive or inconclusive.

SMILES | KB-3-1 cytotox | MCF10A rerep | HT1080 IDH1KD tx | ATXN2 expr inh | HT1080NT lethal | SW480 rereplic | IL1B secr inh | KB-V1 MDR tox | S2 tox
O=C(Cc1c[nH]c2ccccc12)NCc1ccc(Cl)cc1 | 3% | ? | 2% | . | 0% | 2% | -8 | 12% | i
CCCN(CCC)CCOc1cc(C)ccc1C(C)C | 0% | 4% | -1% | -31% | -13% | 17% | 4 | 8% | i
COc1ccc(NC(=O)CC2C(=O)NCCN2C(=O)Nc2ccc(C(F)(F)F)cc2)cc1 (stereo not drawn) | 17% | 6% | ? | -19% | ? | ? | -79* | ? | i
Cn1c(=NC(=O)c2ccco2)sc2ccccc21 | ? | 0% | -7% | 1% | -21% | -2% | -2 | 16µM* | i
COc1ccc(Cc2nnnn2CC(=O)O)cc1 | 12% | -3% | 15% | 4% | 15% | -3% | 5 | 5% | i
Cc1ccc(S(=O)(=O)N(C)c2ccc(C(=O)Nc3ccccn3)cc2)cc1 | -16% | 8% | -2% | 5% | -2% | 2% | -27 | ? | i
O=C(COC(=O)c1ccc(S(=O)(=O)N2CCCC2)cc1)Nc1cccc(F)c1 | 17% | -4% | -2% | -6% | 0% | -5% | 4 | -4% | i
O=C(/C=C/c1ccccc1)NNC(=O)c1ccco1 | -4% | 6% | -12% | 1% | -15% | 3% | 0 | ? | i
O=S1(=O)CC(N2CCCC2)CN1Cc1ccc(F)cc1 (stereo not drawn) | 0% | . | 20% | 9% | 11% | . | 20 | 14% | i
Cc1ccc(NC(=O)CSCC(=O)N(C)CC(=O)Nc2cccc3ccccc23)cc1 | 3% | 8% | -11% | -2% | -5% | -23% | 10 | 8% | i
Cn1cnc([N+](=O)[O-])c1Cl | 0% | ? | 12% | 38% | 12% | -13% | -95* | 0% | ?
Cc1ccccc1-c1cccc([C@@H]2C[C@H]3C(CN2)CON3C)c1 (stereo partly drawn) | -6% | ? | 0% | 1% | 2% | 4%[9.22 µM] | 15 | -6% | i
COc1cc(C(F)(F)F)c(C(=O)N(C)Cc2ccc(Cl)c(Cl)c2)cn1 | -25% | -19% | ? | -4% | -19% | 6% | . | ? | i
O=C(Cc1ccc(S(=O)(=O)N2CCOCC2)s1)NCC1CCCCC1 | -4% | 18% | -15% | -9% | -9% | 16% | 11 | -2% | i
COc1ccc(C(=O)C(C)OC(=O)c2nc3nccc(C)n3n2)cc1 (stereo not drawn) | 2% | -6% | -7% | -2% | 0% | -11% | -3 | 11% | i
Clc1ccccc1N1CCN(c2ncnc3nc[nH]c23)CC1 | 8% | -2% | -1% | -8% | -8% | -11% | 17 | 24% | i
Nn1c(SCC(=O)Nc2nccs2)nncc1=O | 10% | -1% | 16% | 26% | 9% | -7% | 9 | 0% | i
CN(C)c1ncc(S(=O)(=O)c2ccc(Cl)cc2)c(-c2ccc(Cl)cc2Cl)n1 | ? | 7% | -14% | -11% | -5% | -3% | -3 | 18µM* | i
Cc1c(Cl)cccc1NC(=O)CCC(=O)N/N=C/c1ccco1 | -7% | 1% | 7% | -1% | 5% | -3% | -12 | 9% | i
CCOC(=O)c1c(C)[nH]c(C)c1S(=O)(=O)NCC1CCN(Cc2ccc(C)cc2)CC1 | 5% | 17% | -16% | -1% | -12% | -9% | 0 | 6% | i
Cc1cccc(NC(=O)CCC(=O)N/N=C/c2ccco2)c1 | 7% | 10% | 3% | . | -1% | -6% | -5 | 1% | i
CC(C)SCCCCOc1ccc2ccccc2c1 | 2% | ? | ? | 49%[activator] | 0%[9.24 µM] | -1% | 14 | 15% | i
COc1ccc(NS(=O)(=O)c2cccc(C(=O)NNC(=O)c3ccc(C)o3)c2)cc1 | -3% | -9% | 0% | -10% | 3% | -18% | 18 | 16% | i
COc1cccc(CCNC(=O)c2cnc3sc(N4CCOCC4)nn3c2=O)c1 | 1% | . | . | 4% | . | . | . | -7% | i
O=c1oc(-c2ccco2)nc2sc3c(c12)CCCCC3 | -4% | 1% | 4% | -7% | 3% | -4% | -1 | -11% | i
O=C(NCC1CCCO1)c1ccc(NC(=O)c2cccc([N+](=O)[O-])c2)cc1 (stereo not drawn) | -1% | -2% | 6% | -13% | 18% | -3% | -14 | ? | i
CCN(CC)CC(O)COC(c1ccccc1)c1ccccc1 (stereo not drawn) | 1% | -1% | 3% | -7% | 2% | -3% | ? | -2% | i
CS(=O)(=O)N(CC(=O)N1CCCC1)Cc1ccccc1 | 3% | -1% | -17% | 5% | 7% | -12% | 5 | -15% | i
CCCc1cc(=O)[nH]c(SCC(=O)Nc2sc3c(c2C#N)CCCC3)n1 | 0% | 1% | -4% | 5% | -3% | -3% | 64 | -6% | i
Cc1ccc2c(c1)cc(C)c1nnc(SCC(=O)NCc3ccco3)n12 | ? | -3% | 0% | 8% | -1% | 1% | -17 | -13% | i

In the list so far, 2 have a CF3 group.
SMILES | KB-3-1 cytotox | MCF10A rerep | HT1080 IDH1KD tx | ATXN2 expr inh | HT1080NT lethal | SW480 rereplic | IL1B secr inh | KB-V1 MDR tox | S2 tox
COc1ccc(NC(=O)CC2C(=O)NCCN2C(=O)Nc2ccc(C(F)(F)F)cc2)cc1 (stereo not drawn) | 17% | 6% | ? | -19% | ? | ? | -79* | ? | i
COc1cc(C(F)(F)F)c(C(=O)N(C)Cc2ccc(Cl)c(Cl)c2)cn1 | -25% | -19% | ? | -4% | -19% | 6% | . | ? | i

Further structures
SMILES | KB-3-1 cytotox | MCF10A rerep | HT1080 IDH1KD tx | ATXN2 expr inh | HT1080NT lethal | SW480 rereplic | IL1B secr inh | KB-V1 MDR tox | S2 tox
CCc1cccc(NC(=O)Cn2nc3c4cc(F)ccc4n(Cc4cccc(C)c4)cc-3c2=O)c1 | ? | . | . | 8% | . | . | . | 16% | i
CCc1nnc(NC(=O)CSc2nnc(CNc3ccc(OC)cc3)n2C)s1 | 2% | 10% | 3% | . | 9% | -6% | 63 | -1% | i
COc1ccc2c(CNCCc3ccc(SC)cc3)c(C(=O)O)n(Cc3ccc(F)cc3)c2c1 | ? | . | . | ? | . | . | . | 0% | ?
O=C(NNC(=O)c1ccc(O)cc1O)c1ccc(Cl)cc1 | ? | 4% | -16% | -1% | -21% | ? | -2 | -7% | i
COCCNC(=O)C(c1ccc(F)cc1)N(CC1CCCO1)C(=O)CCC(=O)Nc1ccccn1 (stereo not drawn) | 0% | 0% | 1% | 2% | 5% | -3% | 7 | 4% | i
O=S(=O)(/C(=C\c1ccc(C(F)(F)F)cc1)c1nc2ccccc2[nH]1)c1ccccc1 | 2.6µM* | ? | 1.5µM* | 5µM* | 1.8µM* | 2.3µM* | -96* | ? | 7.1µM*
CC(NC(=S)NC1CCCCC1)c1ccccc1 (stereo not drawn) | ? | -2% | 2% | . | 1% | -1% | 26 | ? | i
COc1ccc(CC(=O)Nc2ccc(-c3nc4cc(C)ccc4o3)c(O)c2)cc1OC | -6% | 1% | 19% | -26% | 20% | 15% | 6 | -1% | ?
O=C(COC(=O)CNC(=O)c1ccc(Cl)cc1Cl)NNC(=O)c1ccccc1 | 3% | ? | 5% | 8% | 5% | -4% | 3 | ? | i
Cc1sc2ncnc(N3CCN(CCOc4ccc(Cl)cc4)CC3)c2c1C | ? | 18µM* | ? | ? | ? | ? | -58* | ? | i
CC1(C)CC(NC(=O)C23CCC(C)(C(=O)C2=O)C3(C)C)CC(C)(C)N1 (stereo not drawn) | -2% | 1% | 4% | 0% | 0% | 1% | -2 | 3% | i
CC(=O)NS(=O)(=O)c1cccnc1Nc1cccc(Cl)c1 | 4% | -1% | 8% | 2% | 9% | -5% | 9 | 18% | i
CCOC(=O)c1c(C)oc2nc(C)nc(NCC3CCN(Cc4cc(C)ccc4C)CC3)c12 | 0% | . | . | -15% | . | . | . | 0% | i
O=C(COc1ccccc1)N1CCCCCCC1 | -1% | 7% | 30% | -4% | 15% | 1% | -2 | -16% | i
Cn1nc(C(F)(F)F)c(-c2ccc(F)cc2)c1NC(=O)c1cccnc1 | -24% | ? | -19% | . | 3% | ? | 0 | ? | i
COc1ccc(-c2cc(-c3ccccc3)nc3c2COc2ccccc2-3)cc1 | 15% | . | . | 1% | . | . | . | 0% | i
O=C(CS(=O)(=O)Cc1ccccc1)N1CCc2ccccc2C1 | 6% | 3% | 20% | 16% | 14% | -3% | 1 | 11% | i
COc1ccc(NC(=O)O[C@@H](C)[C@@H]2CN3CCc4c([nH]c5ccc(-c6ccc(OC)cc6)cc45)[C@@H]3C[C@@H]2N(C)C(=O)Nc2ccc(OC)cc2)cc1 | -5% | . | -23% | ? | -23% | . | -6 | -3% | ?
NNC(=O)c1ncoc1-c1ccc(Cl)cc1 | 3% | ? | 0% | . | 10% | 7% | 0 | -11% | i
CCCc1cc(C(=O)N2CCC(N3CCC(C(=O)NC(C)C)CC3)CC2)n(C)n1 | 10% | 5% | 6% | 6% | 9% | -6% | 24 | 10% | i
COc1ccc(OC)c(C(=O)COC(=O)c2[nH]c(C)c(C(C)=O)c2C)c1 | -4% | 0% | 6% | 1% | 10% | -6% | 26 | ? | i
O=C(CSc1nnc(-c2ccccc2)c(-c2ccccc2)n1)Nc1ncc(Cl)cc1Cl | 6% | -8% | 29% | 2% | 5% | -6% | -15 | 1% | i
Cc1cn([C@H]2C[C@H](O)[C@@H](CNCc3ccc(F)c(N4CCOCC4)c3)O2)c(=O)[nH]c1=O | 5% | . | 4% | 12% | -3% | . | 22 | ? | i
C#CC(CC)(CC)NC(=O)Nc1ccccc1C(=O)OC | -1% | 8% | 2% | . | 0% | 5% | 2 | 12% | i
Cc1ccc2c(c1)Sc1ccccc1CC2=O | 4% | -4% | -5% | -5% | 0% | -1% | 14 | 14% | i
Nc1c(N=O)c(=O)[nH]c(=O)n1-c1ccccc1 | 18% | -5% | 7% | -14% | 15% | -11% | 5 | -4% | i
Cc1ccc(C(=O)NC(C(=O)Nc2cccc(S(N)(=O)=O)c2)C(C)C)cc1 (stereo not drawn) | -8% | -4% | 0% | 4% | 1% | -8% | 0 | 12% | i

Compound activity as filed in PubChem.

Compounds were not picked by outcome. Share with any hit: about 11%.
